NR3A LBD binder: binders of NR3A ligand-binding domain, primary screen, biophysical, differential scanning fluorimetry, uHTS. Tm shift relative to glycine control, % at 25 µM. Glutamate receptor ionotropic, NMDA 3A (GRIN3A) ligand-binding domain. hit rate 2.5% among 340,000. NR3A LBD differential scanning fluorimetry, Tm shift; 0% = protein alone, 100% = glycine-bound protein;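 active means melting temperature shift of at least 10% of the positive control shift, at one fixed dose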
CXCR6 block: CXCR6 receptor inhibitors, primary screen, cell-based, beta-arrestin, luminescence, CHO-K1 PathHunter, 1536-well; C-X-C chemokine receptor type 6 (Homo sapiens), O00574; inhibition, % at 20 µM; hit rate 0.36% among 360,000; AID 602244, 2012; in the data active means inhibition above about 34%, passing the limit was not always enough;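 further: antagonist mode with CXCL16 agonist at 10 nM final; 0% = 10 nM CXCL16 with DMSO and 100% = unstimulated wells without agonist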
Target sequence (O00574 whole entry, looked up): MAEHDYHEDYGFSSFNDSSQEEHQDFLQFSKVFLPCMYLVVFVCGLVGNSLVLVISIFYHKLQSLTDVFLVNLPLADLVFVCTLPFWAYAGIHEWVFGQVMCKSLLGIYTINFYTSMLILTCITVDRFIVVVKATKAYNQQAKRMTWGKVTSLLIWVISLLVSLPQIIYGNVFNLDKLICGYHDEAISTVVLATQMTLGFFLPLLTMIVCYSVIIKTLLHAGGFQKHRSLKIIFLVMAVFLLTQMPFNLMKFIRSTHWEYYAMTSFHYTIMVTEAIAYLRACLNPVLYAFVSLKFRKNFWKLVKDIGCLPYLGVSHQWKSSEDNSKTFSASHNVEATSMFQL
CCR6 antag: CCR6 receptor antagonists, primary screen, cell-based, CHO-K1, luminescence, beta-arrestin, uHTS | C-C chemokine receptor type 6 (Homo sapiens), P51684 | CHO-K1 CCR6 PathHunter beta-arrestin, CCL20-stimulated | inhibition, % at 20 µM | hit rate 0.49% among 340,000 | AID 493098, 2011;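 active means compounds whose inhibition of the agonist-driven luminescence signal at 20 µM reaches about 50%, limit read from the data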;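 further: cells stimulated with CCL20 at 14 nM final; plate controls were DMSO with CCL20 for no effect and DMSO without agonist for full effect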
Target sequence (P51684 whole entry, looked up): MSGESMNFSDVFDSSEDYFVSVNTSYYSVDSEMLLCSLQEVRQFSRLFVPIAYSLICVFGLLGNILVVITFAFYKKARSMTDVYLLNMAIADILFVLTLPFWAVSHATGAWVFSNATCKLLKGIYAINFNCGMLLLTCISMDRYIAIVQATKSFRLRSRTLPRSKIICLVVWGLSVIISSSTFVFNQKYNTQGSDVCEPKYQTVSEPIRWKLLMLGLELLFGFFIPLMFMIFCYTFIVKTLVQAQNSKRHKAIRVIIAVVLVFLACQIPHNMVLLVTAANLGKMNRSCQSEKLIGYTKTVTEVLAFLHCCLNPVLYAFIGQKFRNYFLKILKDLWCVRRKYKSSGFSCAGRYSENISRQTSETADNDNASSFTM
MPTP inh: mitochondrial permeability transition pore inhibitors, primary screen, biochemical, isolated mouse mitochondria, absorbance | inhibition, % at 10 µM | Ca2+ swelling absorbance, 30 min | AID 602449, 2012 | hit rate 1.4% among 360,000;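 active means inhibition of 50% or more, scaled per plate between neutral and stimulator controls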;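 further: 0% = DMSO wells given calcium and 100% = 1 mM EGTA wells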
EBI2 antag: EBI2 receptor antagonists, beta-arrestin recruitment, primary screen, cell-based, luminescence, 7a,25-OHC stimulation, uHTS; G-protein coupled receptor 183 (Homo sapiens), P32249; 7a,25-OHC stimulated; inhibition, % at 5 µM; hit rate 0.81% among 360,000; in the data active means inhibition above about 38%;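 further: enzyme fragment complementation signal reports receptor beta-arrestin coupling in cells; 0% = agonist plus DMSO wells and 100% = wells without agonist; some results beyond the cut were filed as inactive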
Target sequence (P32249 whole entry, looked up, the tested form may be a part): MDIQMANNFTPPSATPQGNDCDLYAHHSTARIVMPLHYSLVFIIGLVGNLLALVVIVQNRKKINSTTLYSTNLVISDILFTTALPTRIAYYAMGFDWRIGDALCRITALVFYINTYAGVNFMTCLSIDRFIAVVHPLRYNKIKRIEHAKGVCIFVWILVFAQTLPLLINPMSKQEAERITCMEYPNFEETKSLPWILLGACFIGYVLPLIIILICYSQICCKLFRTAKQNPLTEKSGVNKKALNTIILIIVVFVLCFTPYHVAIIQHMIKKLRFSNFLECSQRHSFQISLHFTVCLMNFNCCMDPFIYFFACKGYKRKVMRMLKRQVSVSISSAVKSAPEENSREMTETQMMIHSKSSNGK
Gli-Sufu block: Gli-Sufu pathway antagonists, primary screen, luciferase luminescence, Sufu-KO-LIGHT cells, uHTS; Sufu-KO-LIGHT fibroblasts, Gli luciferase reporter luminescence; inhibition, % at 5 µM; hit rate 0.74% among 340,000;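 active means inhibition above about 55%, limit read from the data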;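 further: 0% = DMSO-treated cells and 100% = wells with medium but no cells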
A3G deaminase: APOBEC3G DNA deaminase inhibitors, primary screen, biochemical, fluorescence, single-stranded DNA substrate, uHTS | DNA dC->dU-editing enzyme APOBEC-3G (Homo sapiens), Q9HC16 | inhibition, % at 20 µM | hit rate 0.28% among 330,000 | recombinant A3G, ssDNA deamination FAM/TAMRA fluorescence | AID 493012, 2011;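 active means inhibition of at least 40% at 20 µM, with no more than 30% in the related APOBEC3A deaminase screen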;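 further: plate controls were DMSO wells with A3G for no effect and wells lacking A3G enzyme for full effect; some compounds called inactive have numbers as strong as hits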
A3A deaminase: APOBEC3A ssDNA deaminase inhibitors, primary screen, selectivity assay for APOBEC3G inhibitor project, biochemical, FAM/TAMRA oligo cleavage fluorescence. DNA dC->dU-editing enzyme APOBEC-3A (Homo sapiens), P31941. recombinant A3A, FAM/TAMRA ssDNA deamination fluorescence. inhibition, % at 20 µM. hit rate 0.41% among 330,000. AID 493011, 2011;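 active means at least 40% inhibition at 20 µM here, with at most 30% in a related deaminase screen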;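 further: plate controls were A3A with DMSO for no effect and wells lacking A3A enzyme for full effect; some results filed as inactive read as strong as hits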
The depositor's hits bear a star; . = not tested or not shown.

SMILES | NR3A LBD binder | CXCR6 block | CCR6 antag | MPTP inh | EBI2 antag | Gli-Sufu block | A3G deaminase | A3A deaminase
COC(=O)c1[nH]c2ccc(C)cc2c1NC(=O)C(C)N1CCN(C2CCCCC2)CC1 (stereo not given) | 0 | -2 | 9 | -1.2 | 7 | -1 | 2 | 37
Cc1ccc(C(=O)NCCCNC(=O)COc2ccc(Cl)cc2)cn1 | -1 | 5 | 8 | -1.2 | 0 | -11 | -8 | -2
Cc1cc(=O)oc(C)c1C(=O)NCCCN1C(C)CCCC1C (stereo not given) | 0 | 1 | -7 | 2.5 | -2 | 4 | -3 | 0
Cc1c(C#N)c(N)nc2c3c(sc12)NC(=O)CC3c1ccccc1 (stereo not given) | -3 | -11 | -9 | 0.2 | -8 | 16 | 1 | 1
Cc1ccc(SCC(=O)NC(=O)c2ccc(S(=O)(=O)N(C)C)cc2)cc1C | 1 | -6 | 0 | 1.0 | -5 | -5 | 0 | 3
CCCCN(C)CCN1C(=O)C2C(C(=O)Nc3ccc(OC)cc3)C3C=CC2(O3)C1C(=O)NC1CCCCC1 (stereo not given) | 2 | 3 | 20 | -1.2 | -1 | 48 | 1 | -4
COc1cccc(N=Cc2c[nH][nH]c2=O)c1 | 0 | -2 | 0 | 1.4 | -5 | 1 | -6 | -3
O=C(NS(=O)(=O)Nc1ccccc1)C1=C(N2CCCC2)COC1=O | -2 | -6 | -3 | 1.3 | -10 | 1 | -4 | 2
O=c1cc(Cc2ccccc2)[nH]c(=S)[nH]1 | -9 | -4 | -12 | 0.6 | -2 | 46 | -7 | -3
O=C(Nc1ccncc1)c1ccccc1Cl | 0 | -6 | 2 | 0.8 | -5 | -5 | -11 | -3
O=C(Nc1ccccc1Oc1ccccc1)c1cnccn1 | -2 | 2 | 7 | 0.7 | -3 | 2 | 0 | 0
N#Cc1ccc(OS(=O)(=O)c2ccc(-c3ccon3)s2)cc1 | -2 | 6 | 15 | 0.0 | 14 | 16 | . | .
CC(C)(C)c1nnc(SCC(=O)Nc2ccc(N3CCCCC3)cc2)n1N | 1 | 0 | 5 | 0.3 | -7 | -1 | -6 | -5
CCCCCCC(=O)N/N=C/c1ccco1 | -1 | -6 | 6 | -1.5 | -7 | -2 | -3 | -3
Cc1c(CCOC(=O)c2ccc(Cl)cc2Cl)sc[n+]1CC(=O)c1ccc(Br)cc1 | -5 | 0 | 38 | -0.6 | 10 | 3 | -2 | -1
C/C(=N\NC(=O)c1ccccc1O)C1C(=O)c2ccccc2C1=O | 12* | 19 | 26 | 64* | 6 | -25 | 2 | 2
Cc1ccccc1-n1c(C)n[nH]c1=S | 3 | -6 | -12 | -1.2 | -7 | -15 | 6 | -3
CC(C)C(=O)Nc1ccc(C(=O)NN2C(=O)c3ccccc3C2=O)cc1 | 13* | -2 | -2 | -1.6 | -11 | 16 | -4 | 1
Cc1ccc(-c2nnc(COc3cccc(-n4cnnn4)c3)o2)cc1 | 0 | 2 | 2 | 3.1 | 1 | 0 | 0 | 1
CCOC(=O)c1c(S(=O)(=O)Nc2ccc(C)c(F)c2)c(C)n(C)c1C | 2 | -9 | 0 | 0.5 | 5 | -1 | -2 | -1
COC(=O)c1ccc(C2=NOC(C)(c3nnc(-c4cccc(Cl)c4)o3)C2)cc1 (stereo not given) | 3 | -12 | 10 | -1.8 | 0 | -7 | -1 | -1
COc1ccc(OC)c(NC(=O)N[C@@H](Cc2ccccc2)C(=O)O)c1 | 1 | -11 | 8 | -0.4 | -9 | -1 | -3 | -3
O=[N+]([O-])c1ccc(N2CCN(S(=O)(=O)c3ccccc3)CC2)c2cccnc12 | -2 | 31 | 52* | -2.4 | 16 | 25 | -8 | 0
COCCCN1C(=O)/C(=C\c2ccc3c(c2)OCO3)C(C(=O)OC)=C1C | 1 | 11 | 12 | -1.5 | 0 | -11 | -6 | 0
COc1ccc(OC)c(CCNC(=O)CCc2nnc3ccc(N4CCOCC4)nn23)c1 | -2 | 6 | 19 | 1.0 | 1 | . | 7 | 3
COc1cc(OC)cc(C(C(=O)NCc2ccccc2)N(Cc2ccco2)C(=O)c2ccno2)c1 (stereo not given) | -4 | -3 | -3 | -0.4 | -3 | 0 | -7 | -1
Cc1ccc(F)cc1S(=O)(=O)NCc1ccc(N2CCN(C)CC2)cc1 | 2 | 7 | 5 | -0.6 | 10 | 10 | -7 | -4
CCN(CC)N=Nc1ccc(S(=O)(=O)N2CCSC2C(=O)O)cc1 (stereo not given) | 0 | 0 | 17 | -1.1 | 4 | 2 | -8 | -1
O=C(C1=C(O)C(=O)N(CCN2CCOCC2)C1c1cccs1)c1cc2ccccc2o1 (stereo not given) | -1 | 11 | 23 | -0.6 | 7 | 0 | -6 | -1
CCOC(=O)N1CCc2[nH]c3ccc(C)cc3c2C1 | 1 | 0 | 8 | -1.1 | -7 | -28 | -7 | 4
COc1cc2c(cc1OC)C(=O)N1[C@H]3c4cc(Cl)ccc4OC[C@@H]3[C@H](c3ccccc3)[C@]1(C)C(=O)N2 | -3 | 8 | 0 | -0.5 | -7 | 10 | -8 | -1
CCSCC1COC(c2cccn2Cc2ccc(C)cc2)=N1 (stereo not given) | 1 | 1 | 25 | 2.5 | 15 | -22 | 1 | 5
O=C(NC(=S)Nn1cnnc1)c1cccc(Br)c1 | -2 | 13 | 16 | -0.1 | 7 | 4 | -3 | -1
CCN(CC)CCn1c(=S)[nH]c2cc(C(=O)NCc3ccccc3Cl)ccc2c1=O | -1 | 24 | 27 | -1.4 | 9 | 1 | 4 | -2
COCCN(CCOC)S(=O)(=O)c1ccc(C(=O)Nc2nc(-c3ccncc3)cs2)cc1 | 0 | 4 | -6 | 1.5 | -1 | 12 | -3 | 2
Cc1ccc(C(=O)N2C(=O)C(c3ccccc3)Oc3ccccc32)cc1 (stereo not given) | 0 | 2 | 16 | 1.1 | -12 | 2 | 7 | 5
CC(c1ccccc1)n1c(Br)nc2c1c(=O)[nH]c(=O)n2C (stereo not given) | 2 | 5 | 2 | -1.3 | -3 | 4 | 0 | 1
O=C(O/N=C/C1=C(Cl)c2ccccc2CC1)c1ccc(F)cc1 | -2 | 8 | 4 | 0.6 | 22 | -1 | -8 | -1
O=C(CN1C(=O)CC(c2ccccc2)S(=O)(=O)c2ccccc21)NC1CCCC1 (stereo not given) | -2 | 2 | 5 | -0.5 | -5 | 1 | 2 | 3
COc1ccc(CCNC(=O)C2CCC(CNc3c(N4CCCC4)c(=O)c3=O)CC2)cc1OC (stereo not given) | 2 | -4 | 13 | -0.4 | 2 | 1 | 1 | 3
CC(=O)N1c2ccc(S(=O)(=O)NCc3ccco3)cc2CC1C (stereo not given) | 5 | 3 | 1 | -2.5 | -10 | 3 | -2 | -3
CCOC(=O)N1CCN(S(=O)(=O)N2CCCC(C(=O)NCc3ccc(F)cc3)C2)CC1 (stereo not given) | -1 | -3 | -4 | 1.5 | -6 | -4 | -6 | -5
Cc1ccc(-c2nn(-c3ccccc3)cc2C(=O)OCC(=O)Nc2ncc(Cl)cc2Cl)cc1 | -2 | 11 | 18 | 2.4 | 31 | 9 | -7 | -4
O=C(Nc1sc2c(c1C(=O)O)CCCCC2)c1ccco1 | 6 | 6 | -6 | 2.4 | 4 | -47 | -4 | -3
COc1ccccc1-c1noc(CSc2nc(C)cc(=O)[nH]2)n1 | -3 | -6 | 12 | -0.2 | 1 | -5 | 13 | 53*
Cc1ccc(-c2noc(/C=C/c3ccccc3)n2)cc1 | 3 | 0 | -7 | 4.3 | 0 | -13 | -4 | -2
O=C(NNC(=O)C1CCN(c2ncccn2)CC1)c1ccc(F)cc1 | -1 | -1 | 0 | -1.2 | -7 | 15 | -16 | 4
COc1cccc(-c2noc(-c3ccoc3C)n2)c1 | 2 | -9 | 2 | -2.1 | -3 | -48 | 1 | 3
CN(CC1CCOCC1)C(=O)CC1C(=O)NCCN1Cc1cccc(C(F)(F)F)c1 (stereo not given) | 3 | -6 | 8 | 1.1 | 4 | -4 | 0 | -7
Cc1ccc(CN2C(=O)N/C(=C/c3ccc(-c4ccc(C(=O)O)cc4)o3)C2=O)cc1 | 5 | 0 | 14 | 5.8 | 1 | -2 | 2 | 22
CCc1cccc(CC)c1NC(=O)CN1CCN(S(=O)(=O)c2ccccc2)CC1 | 1 | 10 | 10 | 1.0 | -8 | 0 | -5 | 3
O=C(c1ccccc1)c1ccc2cc(O)ccc2c1 | -8 | -5 | 4 | 2.9 | -3 | -25 | -9 | -6
CCC/C(=N/NC(=O)c1nnn(-c2nonc2N)c1CN1CCCCC1)c1ccccc1 | 1 | -1 | -7 | 0.5 | -6 | -4 | -3 | -2
C/C=C(\C)CN1CCC(Oc2cc(C(=O)NC3CC3)ccc2OC)CC1 | -1 | 2 | 17 | -1.8 | 0 | 18 | -8 | 2
Cc1nccn1CC(O)COC1CCCCC1 (stereo not given) | -1 | 13 | 4 | -1.1 | -11 | 37 | -1 | -2
COc1cccc2cc(C(C)N(CCCN3CCOCC3)C(=O)Nc3ccccc3)oc12 (stereo not given) | 1 | 5 | -26 | 1.0 | 6 | -4 | -3 | -3
CC(/C=N/NC(=O)c1nnn(-c2nonc2N)c1CN(C)C)=C\c1ccco1 | -5 | -2 | 10 | 3.8 | 1 | 2 | -3 | -4
Cc1ccc(C(=O)NCCSc2ccc(Cl)cc2)cc1S(=O)(=O)Nc1ccccc1 | 22* | 2 | 12 | 48 | 23 | 0 | -3 | 1
COc1ccccc1C=NN1C(=O)CSC1=S | -1 | -3 | 11 | -1.4 | -30 | -9 | . | .
Cc1ccc(CC(=O)NC2CCN(C)CC2)cc1 | -1 | 0 | 0 | -0.2 | -4 | 0 | . | .
Continued.
SMILES | NR3A LBD binder | CXCR6 block | CCR6 antag | MPTP inh | EBI2 antag | Gli-Sufu block | A3G deaminase | A3A deaminase
CN(CCCCCCCCCCN(C)C(=O)Oc1cccc([N+](C)(C)C)c1)C(=O)Oc1cccc([N+](C)(C)C)c1 | -3 | 1 | 13 | -0.2 | -8 | -2 | 6 | 2
COc1cc(/C=N/NC(=O)c2c(C)nc3ccc(Cl)cn23)cc(OC)c1OC | 0 | -2 | 6 | 0.0 | -5 | -3 | -2 | -3
Cc1ccc(NCc2nnc(SCC(=O)c3ccc4c(c3)OCCO4)o2)c(C)c1 | 0 | -2 | -1 | -0.3 | 9 | -4 | -7 | -4
COc1ccccc1NC(=O)CCS(=O)(=O)c1ccc2c(c1)oc(=O)n2C | -1 | 3 | 2 | -1.7 | -2 | -4 | -5 | -4
O=S(=O)(c1c(F)cccc1F)N1CCCC2CCCCC21 (stereo not given) | 1 | -5 | 14 | -2.7 | 7 | 3 | 53* | -1

Four compounds out of the list above, arranged by the number in CCR6 antag, high to low:
| Compound | CCR6 antag |
| --- | --- |
| O=S(=O)(c1c(F)cccc1F)N1CCCC2CCCCC21 (stereo not given) | 14 |
| CN(CCCCCCCCCCN(C)C(=O)Oc1cccc([N+](C)(C)C)c1)C(=O)Oc1cccc([N+](C)(C)C)c1 | 13 |
| COc1ccccc1NC(=O)CCS(=O)(=O)c1ccc2c(c1)oc(=O)n2C | 2 |
| Cc1ccc(NCc2nnc(SCC(=O)c3ccc4c(c3)OCCO4)o2)c(C)c1 | -1 |
